Lipid storage S3 = qHTS Assay for Lipid Storage Modulators in Drosophila S3 Cells; Drosophila S3 cells, BODIPY lipid droplet fluorescence, 18-24 h; cells fed with added oleic acid; lipid storage change, negative = inhibition, % at the top dose, mostly 46.1 µM; hits show Potency in µM; actives 0.64% (n = 320,000); AID 2685; active = well fitted inhibition curve with a large enough effect in the signal ratio, with a control signal flat, not every such curve was filed as active; inconclusive = small, poorly fitted or top-dose-only effect, or effect the other way, or a change in a side signal; the % refers to the signal ratio
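Laser-scanning cytometry quantifies lipid droplet accumulation (500–530 nm total intensity; droplet/cell object ratio) in oleic acid-fed (400 uM added) Drosophila S3 cells treated with a concentration series. 20 uM Triacsin C defined 100% inhibition.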
Lipid storage S3 cell count max = further read-out of Lipid storage S3, marked with its call; cell number change, %; measured here: cell count max response;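 cells counted by Cell Tracker Red CMTPX staining in the red channel; peak over a dose series mostly up to 46.1 µM; percent activity relative to internal control wells on each plate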
* marks the source's active call; other numbers are inactive results; i = inactive; ? = inconclusive; · = no result given. % is scaled to controls: 0 for no effect and ±100 for the full control effect; potency is read from the fitted curve at half-maximal effect. A portion of the library; the hit share may differ from the screen's.

Molecule,Lipid storage S3,Lipid storage S3 cell count max
COc1ccc(OC)c(C2N(c3ccc(Cl)cc3)C(=O)C3CCCN32)c1 (stereo not drawn),?,·
CCOC(=O)C1C(c2cccs2)NC(=O)N(C)C1(O)C(F)(F)F (stereo not drawn),-3.0%,8.8
CCN(c1ccc(OC)cc1)S(=O)(=O)c1ccc(-c2cc(C)no2)s1,?,·
CCC1CN(S(=O)(=O)c2ccc3c(c2)NC(=O)CC(=O)N3)c2cc(Cl)ccc2O1 (stereo not drawn),-23.6%,-13.8
S=c1[nH]nc(CN2CCCCC2)n1Cc1ccccc1,17.3%,-2.9
CCOP(=O)(OCC)/C(=C/N1CCCCC1)NC(=O)c1ccccc1,-3.3%,-4.7
COc1ccc(-c2cc(C(=O)NCCCN3CCOCC3)c3cc(C(C)C)ccc3n2)cc1,i,24.2
CCCC/C(C)=N/NC(=O)c1cn(-c2ccccc2)nc1-c1ccccc1,12.6%,0.1
CCN1C(=O)[C@H]2[C@@H](c3ccc(-c4ccc(OC)cc4)c(OC)c3)N3CCCC[C@@]3(C(=O)OC)[C@H]2C1=O,5.8µM*,-0.8*
CCC1CCCCN1Cc1nc2ccccc2c(=O)n1CC(C)=O (stereo not drawn),-2.2%,5.1
c1ccc(COC2CCCN(Cc3nc(Cc4ccccc4)no3)C2)cc1 (stereo not drawn),?,·
CCOc1ccccc1NC(=O)C1(S(=O)(=O)c2ccc(Cl)cc2)CC1,?,·

The listing continues:
Molecule,Lipid storage S3,Lipid storage S3 cell count max
COC(=O)c1cc(C(=O)c2cc(Br)ccc2O)coc1=N,-0.2%,-4.6
COc1cc(CNC2CCCCCCC2)cc(Cl)c1OCC(N)=O,-14.6%,6.3
O=C(Nc1ccnn1C1CCN(Cc2cccc(OCCO)c2)CC1)C1CCCC1,i,15.1
O=C(Nc1nc2ccccc2s1)C1CCN(S(=O)(=O)c2cc([N+](=O)[O-])ccc2Cl)CC1,?,·
COc1ccc(CNC(=O)C2CCN(S(=O)(=O)c3ccc4c(c3)NC(=O)CO4)CC2)cc1,?,·
CSc1ncc(CN2CCCCC2C(=O)Nc2ccc(Oc3ccccc3)nc2)cn1 (stereo not drawn),i,·
CC(C)(C)NC(NC(=O)Cc1ccccc1)C(Cl)(Cl)Cl (stereo not drawn),?,·
CC(=O)Nc1ccc(N(C(=O)c2ccco2)C(C(=O)NC2CCCC2)c2ccc(N3CCOCC3)cc2)cc1 (stereo not drawn),?,·
Cc1ccc2cc(CN(CCCO)S(=O)(=O)c3cccc4nsnc34)c(=O)[nH]c2c1C,?,·
Cc1ccc(/C(=N\O)c2oc3c(C)c4oc(=O)cc(C)c4cc3c2C)cc1,?,·
O=C(Cn1c(-c2cscn2)nc2ccccc21)Nc1ccc(Cl)cc1,-11.6%,-29.9
C/C(=N\NC(=O)Cc1ccccc1[N+](=O)[O-])c1cccnc1,9.0%,·

(continued)
Molecule,Lipid storage S3,Lipid storage S3 cell count max
COc1cccc(NC(=O)COC(=O)CNC(=O)C2CCCCC2)c1,-11.3%,5.5
COc1ccc(Nc2c(-c3ccco3)nc3ccc(C)cn23)cc1,-0.3%,0.7
COc1cccc(CN2CC(C(=O)NCCC3=CCCCC3)CCC2=O)c1 (stereo not drawn),?,·
Nc1nc(NCc2ccco2)nc(Nc2cccc(F)c2)c1[N+](=O)[O-],11.8%,9.5
Cn1c(NC(=O)c2ccccc2NC(=O)C(C)(C)C)nc2ccccc21,?,·
O=P(c1ccccc1)(c1ccccc1)C(O)c1ccccn1 (stereo not drawn),-19.9%,-13.4
CC(=O)Nc1ccc(NC(=O)CN(c2ccc(C34CC5CC(CC(C5)C3)C4)cc2)S(C)(=O)=O)cc1,i,-25.5
O=C(CNC(=O)c1ccccc1)N=Nc1c(O)[nH]c2ccc(Br)cc12,?,·
CCN(Cc1nc(-c2ccc(OC)cc2)no1)C(=O)c1ccoc1C,?,·
Cc1ccc2nc(-c3ccc(NC(=O)CCS(=O)(=O)c4ccccc4)cc3)sc2c1,?,·
CCOC(=O)c1[nH]c(C)c(C(=O)N2CCOCC2)c1C,-6.6%,7.2
O=C1CC2(CCN(C(=O)c3ccc([N+](=O)[O-])cc3)CC2)Oc2ccccc21,12.1%,14.7

Next part
Molecule,Lipid storage S3,Lipid storage S3 cell count max
COc1ccccc1Nc1nnc(SCc2nnc(-c3cc(OC)c(OC)c(OC)c3)o2)s1,-5.0%,-2.5
CCOC(=O)C1CCN(c2c(NCc3ccc(C(=O)NCCC(C)C)cc3)c(=O)c2=O)CC1,-11.0%,-7.2
Cc1ccc(C(=O)N2c3ccccc3CC2C)o1 (stereo not drawn),5.8%,13.4
O=C(CSc1nc2ccccc2s1)NCCCN1CCOCC1,?,·
Cc1cc(C)cc(N2CCCn3c2nc2c3c(=O)[nH]c(=O)n2C)c1,-1.2%,15.6
Cc1[nH]c(C)c(S(=O)(=O)NCC(C)c2ccccc2)c1C(=O)N1CCCCC1 (stereo not drawn),i,·
CCn1cc(S(=O)(=O)c2ccccc2)c(=O)c2cc(F)c(N3CCN(C)CC3)cc21,?,·
O=C(Nc1cccnc1)c1cc(Br)c(Br)s1,?,·
O=C(O)CC/C(=N\Nc1ccc([N+](=O)[O-])cc1S(=O)(=O)N1CCOCC1)c1cccs1,?,·
Nc1ccc(CC2SC(=O)NC2=O)cc1 (stereo not drawn),?,·
Cc1cc(OCCCn2ccnc2)ccc1C(C)C,?,·
COc1ccccc1C(=O)Nc1ccnn1C1CCN(Cc2cn(C)c3ccccc23)CC1,17.3%,-7.0

Next part.
Molecule,Lipid storage S3,Lipid storage S3 cell count max
Cc1cc(C(F)(F)F)n2nc(-c3cccs3)cc2n1,3.0%,9.0
Cc1cc(=O)[nH]c(SCC(=O)NCc2ccc3c(c2)OCO3)n1,-5.1%,15.3
N#CC1=C(N)Oc2c(ccc3cccnc23)C1c1ccccc1 (stereo not drawn),-0.1%,6.8
Cc1nnc(SCC(=O)N2N=C(c3ccc(Cl)cc3)CC2c2ccco2)[nH]c1=O (stereo not drawn),-13.3%,4.1
O=C1CCCc2c1cc(-c1ccccc1)n2-c1ccccc1,?,·
Cc1cccc(-n2cnc3c(c2=O)c2nc4ccccc4nc2n3Cc2ccco2)c1,?,·
COc1cc(/C=N/NC(=O)c2sc3ccccc3c2Cl)ccc1OC(=O)c1ccc([N+](=O)[O-])cc1,16.3%,27.3
COc1cc(CC(=O)N2CCc3ccccc32)cc(OC)c1OC,?,·
Cc1cc(C)n2nc(C(=O)OCC(=O)N3CCC3)nc2n1,?,·
Cc1ccc(CN2CCNC(=O)C2CC(=O)NC2CCCCCC2)o1 (stereo not drawn),1.2%,-7.7
O=C(Nc1nc(-c2ccccc2)cs1)NC1CCCCC1,?,·
COc1cc2ccc(=O)oc2c(CC=C(C)C)c1OC,-4.7%,·

Next section.
Molecule,Lipid storage S3,Lipid storage S3 cell count max
COc1ccc(C(=O)/C=C2\NCC3c4ccccc4CCN3C2=O)cc1 (stereo not drawn),?,·
CC(C)CC(=O)Nc1ccc(C(=O)NNC(=S)NC(=O)C2CCCCC2)cc1,-1.2%,0.1
CCCCNc1cc(C)nc(NCc2ccccc2)n1,?,·
COc1ccccc1CNC(=O)Cn1nc(C(F)(F)F)cc1C,?,·
Cc1sc2ncnc(SC(C)C#N)c2c1C (stereo not drawn),?,·
Cc1ccccc1N1CC(C(=O)Nc2nnc(SCc3ccccn3)s2)CC1=O (stereo not drawn),-7.4%,8.8
N#CCCN(C(=O)Nc1ccc(Cl)cc1)c1ccccc1,i,-15.6
COc1ccc(NC(=O)c2cc3n(n2)C(C(F)(F)F)CC(c2ccco2)N3)cc1 (stereo not drawn),8.4%,-7.9
CCOC(=O)c1ccc(NC(=O)c2nc[nH]c2C(=O)N[C@@H](CCCCNC(=O)OC(C)(C)C)C(=O)OC(C)(C)C)cc1,?,·
CN(C)CCCN(C(=O)c1ccc2c(c1)CCCC2)c1nc2ccc(Cl)cc2s1,?,·
COc1cccc(-c2cc(C(F)(F)F)n3nc(C(=O)Nc4c(C)n(C)n(-c5ccccc5)c4=O)cc3n2)c1,?,·
COc1ccc(S(=O)(=O)Nc2ccccc2C(F)(F)F)cc1,?,·

Other results.
Molecule,Lipid storage S3,Lipid storage S3 cell count max
C=CCc1ccccc1OCC(O)CN1CCN(c2ccc(OC)cc2)CC1 (stereo not drawn),?,·
COc1cc(CC(NC(C)=O)C(=O)NC2CCN(c3nc(OC)nc(OC)n3)CC2)cc(OC)c1 (stereo not drawn),-26.3%,-11.9
COc1ccc(CCNC(=O)c2ccc(N3CCCCS3(=O)=O)cc2)cc1OC,?,·
CC(C)N(C(C)C)S(=O)(=O)c1ccc(NN)nc1,?,·
Cc1cccc(C)c1NC(=S)NC(C)CCc1ccccc1 (stereo not drawn),0.4%,-3.1
O=C1COc2ccc(C(=O)COC(=O)CCSc3ccc(Cl)cc3)cc2N1,?,·
NC(=O)C(c1ccc(Br)cc1)c1ccc(C(=O)c2ccccc2)cc1 (stereo not drawn),-4.2%,-23.0
CCOc1ccccc1N(CC(=O)Nc1ccc(S(=O)(=O)N2CCCC2)cc1)S(C)(=O)=O,?,·
O=C(CCc1nnc(CCCCc2ccccc2)o1)NCCN1CCCCC1=O,-5.2%,-15.9
Cc1ccc(S(=O)(=O)NCCC(=O)OCC(=O)NCCc2ccccc2)cc1C,?,·
O=C(O)COc1ccc(/C=N/NC(=O)C(O)(c2ccccc2)c2ccccc2)cc1,8.5%,8.0
O=C(COc1coc(CN2CCc3ccccc3C2)cc1=O)Nc1cccc(F)c1,?,·

More structures follow.
Molecule,Lipid storage S3,Lipid storage S3 cell count max
CCOC(=O)c1c(C)c(C(=O)Nc2ccc3c(c2)OCCO3)c(C)n1C,i,·
CCOC(=O)C1CCN(C(=O)c2cc(C)n(C(C)(C)C)n2)CC1,3.4%,12.0
CC(CN1CCCC1)OC(=O)C(c1ccccc1)c1ccccc1 (stereo not drawn),-1.6%,8.7
Cc1cc(C)c2cc(C)c3nnc(SCC(=O)NCc4ccc5c(c4)OCO5)n3c2c1,2.1%,-8.8
Cc1cc(C(=O)NNC(=S)NCc2ccco2)n(C)n1,7.0%,13.0
CC(C)c1ccc(/C=C/C(=O)n2nnc3ccccc32)cc1,?,·
CCOC(=O)Cc1nn(Cc2ccc(Cl)cc2)c(=O)c2ccccc12,?,·
COc1ccc(CC(NC(C)=O)C(=O)NC2CCN(c3nc(C)cc(C)c3C#N)CC2)cc1 (stereo not drawn),8.7%,19.8
CC(=O)Oc1ccc2nc(-c3ccc(Br)o3)oc(=O)c2c1,?,·
CCOC(=O)C1=C(COC(=O)c2ccccc2OC)NC(=O)NC1C (stereo not drawn),?,·
COc1ccccc1C1SCCN1S(C)(=O)=O (stereo not drawn),?,·
COc1ccc2c3c([nH]c2c1)C1CC2C(CC(O)C(OC)C2CO)CN1CC3 (stereo not drawn),?,·

Some of the entries so far, with the structure last:
Lipid storage S3 | Lipid storage S3 cell count max | structure
i | · | CCOC(=O)c1c(C)c(C(=O)Nc2ccc3c(c2)OCCO3)c(C)n1C
3.4% | 12.0 | CCOC(=O)C1CCN(C(=O)c2cc(C)n(C(C)(C)C)n2)CC1
-1.6% | 8.7 | CC(CN1CCCC1)OC(=O)C(c1ccccc1)c1ccccc1 (stereo not drawn)
2.1% | -8.8 | Cc1cc(C)c2cc(C)c3nnc(SCC(=O)NCc4ccc5c(c4)OCO5)n3c2c1

(continued)
Molecule,Lipid storage S3,Lipid storage S3 cell count max
CC(C)=CC(=O)OCC(=O)NC(=O)NC(C)(C)C,?,·
CCN(C(=O)CSc1nnc(-c2ccc(F)cc2)c2ccccc12)C1CCS(=O)(=O)C1 (stereo not drawn),?,·
COc1ccc(C)cc1NC(=O)NCc1ccccn1,?,·
O=C(CCc1nnc(Cc2c[nH]c3ccccc23)o1)NCC1CC12CCCCC2 (stereo not drawn),?,·
CC1OC2(C)OC(=N)C1(C#N)C(C#N)(C#N)C2c1ccccc1 (stereo not drawn),?,·
COc1cc(C)nc(NC(=O)COc2ccc(Cl)cc2C)n1,?,·
Nc1c(-c2ccccc2Cl)cnn1-c1cccc([N+](=O)[O-])c1,-12.4%,0.9
CC(=O)c1ccc(S(=O)(=O)NCC2(N3CCOCC3)CCCCC2)cc1,?,·
O=C(O)c1cccc(Nc2ncnc3ccc(Br)cc23)c1,-2.6%,-2.6
O=C(COC(=O)CC1CC2CCC1C2)NC(=O)NC1CCCC1 (stereo not drawn),-22.1%,6.8
COc1ccc(C)cc1Nc1nc(-c2ccccc2O)nc2ccccc12,?,·
O=C(NCCCn1ccnc1)c1cnn2c1NC(c1ccccc1)CC2C(F)(F)F (stereo not drawn),?,·

Ordered by the number under Lipid storage S3 cell count max (highest first): three of the compounds above
Molecule,Lipid storage S3,Lipid storage S3 cell count max
O=C(COC(=O)CC1CC2CCC1C2)NC(=O)NC1CCCC1 (stereo not drawn),-22.1%,6.8
Nc1c(-c2ccccc2Cl)cnn1-c1cccc([N+](=O)[O-])c1,-12.4%,0.9
O=C(O)c1cccc(Nc2ncnc3ccc(Br)cc23)c1,-2.6%,-2.6

New compounds follow:
Molecule,Lipid storage S3,Lipid storage S3 cell count max
O=C(NCc1ccccc1)c1ccc2ccccc2n1,?,·
COc1ccc2c(c1OC)C(=O)OC2C1c2c(cc3c(c2OC)OCO3)CCN1C (stereo not drawn),?,·
C#CCCC(=O)c1ccccc1/C=[N+](\[O-])c1ccccc1,-20.3%,-14.7
CCOc1ccc(NC(=O)C(=O)NCCN2CCN(S(=O)(=O)c3ccccc3)CC2)cc1,i,12.1

Source: PubChem
